# Compound activity deposited in PubChem BioAssay by several laboratories.
# Insulin prom inh – TRM-6 insulin promoter activity inhibition | 0.9% of 130,000 active | inhibition, % at 2 µM | TRM-6 cells (human fetal islet line), insulin promoter-eGFP reporter, imaging; reporter expression induced with tamoxifen;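 active = inhibition above the mean plus 3 SD, with well images judged a real hit on visual review, cut at about 60% in these data, passing the limit was not always enough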
# SDO1 yeast rescue – restores growth of sdo1-depleted yeast. S. cerevisiae sdo1-depleted JHY4D growth rescue, OD600 30 h; active compounds read high; pdr5 snq2 efflux-pump mutant strain. z-score at 10 µM. 0.21% of 140,000 active. AID 817;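 active = z-score above 3 at both the 24 hr and the 30 hr optical density reads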;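 note: z-score against mean and SD of all compound wells on the same plate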
# SDO1 yeast rescue Rescue 24 h – second read-out of SDO1 yeast rescue, no call of its own (marks repeat the call); z-score; S. cerevisiae sdo1-depleted JHY4D growth rescue, OD600; measured here: growth rescue at 24 h;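 0 is the plate mean of compound wells and units are plate SD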
# * = called active by the depositor; i = inactive; nt = no result given.
# Results follow in this order: Insulin prom inh	SDO1 yeast rescue	SDO1 yeast rescue Rescue 24 h
Cc1cc(C)n(C2CCCCC2OC(=O)c2ccccc2)n1 (stereo not drawn)
    43	-1.5	-0.98
Cc1cccc(NC(=O)NCc2ccc3[nH]c(C)cc3c2)c1
    36	nt	nt
C=CCOc1ccc(C2NC(=O)NC(C)=C2C(=O)OC)cc1 (stereo not drawn)
    58	0.97	0.32
O=C1/C(=C/c2ccco2)Oc2c1ccc(O)c2CN1CCCCC1
    22	0.14	-1.2
Cc1cc(C)cc(-c2nnc(SCC(=O)N3CCN(C(=O)c4ccco4)CC3)o2)c1
    nt	-0.72	-0.14
COC(=O)c1sccc1NC(=O)/C=C/C(=O)O
    -15	nt	nt
NNC(=O)c1cccc(COc2ccc(Br)cc2)c1
    nt	-1.5	-0.96
CCOc1ccc(CCNC(=O)C(C)n2nc(C)n3c(cc4occc43)c2=O)cc1OCC (stereo not drawn)
    nt	-0.46	-1.3
Cc1ccnc(NC(=O)CCC(=O)N(CC(=O)NC2CCCCC2)Cc2cccs2)c1
    -100	nt	nt
COC(=O)c1[nH]c2ccc(F)cc2c1NC(=O)CCN1CCN(Cc2ccc3c(c2)OCO3)CC1
    nt	0.07	0.04
Nc1nc(N)c(Cc2ccc(Cl)cc2Cl)c(N)n1
    -44	nt	nt
O=C(COc1ccc(Cl)cc1)NNC(=O)C(=O)N1CCCCC1
    -13	-0.46	0.63
CC1CC(C)CN(C(=O)CSc2nc3ccsc3c(=O)n2Cc2ccccn2)C1 (stereo not drawn)
    -18	-0.39	0.41
O=c1[nH]n(-c2ccc(Cl)cc2)c(=O)c(Cl)c1Cl
    nt	-0.03	0.14
CC1CCN(C(=O)CSc2nc3ccccc3c(=O)n2Cc2ccc3c(c2)OCO3)CC1
    3	-1	-0.56
Cc1ccc(NC(=O)Cc2ccc(Cl)c(Cl)c2)cc1S(=O)(=O)N(C)C
    8	-1.5	-0.45
CCOc1c(CNCCNC(=O)c2nonc2N)cccc1OC
    18	0.73	0.65
COC(=O)c1cc(OC)c(OC)cc1NC(=O)c1ccco1
    -25	0.52	0.34
CCn1cc(C(=O)OCC(=O)Nc2cc(S(=O)(=O)N(C)C)ccc2C)c(=O)c2ccc(C)nc21
    0	0.28	-0.03
O=C(NC1=NCCS1)c1ccc(Cl)s1
    -4	0.88	0.93
COc1ccc(-c2noc(CSc3nnc(-c4ccncc4)n3-c3ccc(F)cc3)n2)cc1OC
    16	-0.02	-0.61
COc1ccc(S(=O)(=O)Nc2ccccc2C(=O)NC(C)(C)C)cc1OC
    nt	-0.79	-0.93
O=C(CSc1ncnc2ccccc12)Nc1cc(S(=O)(=O)N2CCCCC2)ccc1Cl
    -69	-0.1	-0.33
CCOc1ccccc1-n1c(SCC(=O)N2CCCC2)nnc1-c1ccc(O)cc1
    -6	0.67	-0.08
N#CCSc1nc2cc(C(=O)N3CCC(C(N)=O)CC3)ccc2c2nc3ccccc3n12
    nt	-0.37	-1
NC(=O)C(c1cccc(Cl)c1)c1ncc(C(F)(F)F)cc1Cl (stereo not drawn)
    10	0.65	0.06
COc1cc2[nH]c(=O)n(Cc3ccc(C(=O)NC4CCCC4)cc3)c(=O)c2cc1OC
    19	0.09	0.28
O=C(Cc1ccccc1)Nc1ccc(NC(=O)c2cccc(Cl)c2)cc1
    nt	-0.07	1.1
CC(C)[C@H](NC(=O)c1ccccc1)C(=O)OCC(=O)NCc1ccc(F)cc1
    -5	nt	nt
CC(=O)Nc1ccc(OCC(O)Cn2c(CO)nc3ccccc32)cc1 (stereo not drawn)
    -40	nt	nt

# Overlap with the part before: 4 compounds; new compounds follow.
# Results follow in this order: Insulin prom inh	SDO1 yeast rescue	SDO1 yeast rescue Rescue 24 h
COc1cc2[nH]c(=O)n(Cc3ccc(C(=O)NC4CCCC4)cc3)c(=O)c2cc1OC
    19	0.09	0.28
O=C(Cc1ccccc1)Nc1ccc(NC(=O)c2cccc(Cl)c2)cc1
    nt	-0.07	1.1
CC(C)[C@H](NC(=O)c1ccccc1)C(=O)OCC(=O)NCc1ccc(F)cc1
    -5	nt	nt
CC(=O)Nc1ccc(OCC(O)Cn2c(CO)nc3ccccc32)cc1 (stereo not drawn)
    -40	nt	nt
CCNC(=O)NC(=O)C(C)On1nnc2ccc(S(=O)(=O)N(CC)CC)cc21 (stereo not drawn)
    -42	1.4	1.3
CC(NC(=S)Nc1ccc(OC(F)F)cc1OC(F)F)C(C)(C)C (stereo not drawn)
    nt	-0.2	-0.07
Cc1ccc(OCC2Cn3c(nc4c3c(=O)[nH]c(=O)n4C)O2)cc1 (stereo not drawn)
    43	0.28	-0.81
Nc1nc(-c2cccnc2)nn1S(=O)(=O)c1ccccc1
    -5	-0.81	-0.43
Cc1cc(C)nc(N2CCN(C(=O)c3ccc(S(=O)(=O)N4CCCCCC4)cc3)CC2)n1
    -6	nt	nt
CN(C(=O)c1ccccc1Cl)c1ccccc1
    -119	0.12	-0.11
CCOC(=O)CCn1c(=O)c2c(nc(Br)n2Cc2ccccc2)n(C)c1=O
    nt	-2.1	-1.5
Nc1c(C(=O)NCc2ccc(Cl)cc2)sc2nc3c(c(C(F)(F)F)c12)CCC3
    nt	-0.85	-0.42
CCOC(=O)CC1C(=O)NCCN1Cc1cccc(C(F)(F)F)c1 (stereo not drawn)
    nt	0.74	0.36
O=C(Cn1c(COc2ccc(Cl)cc2)nc2ccccc21)NCC(F)(F)F
    nt	1	0.32
COc1ccccc1Nc1c([N+](=O)[O-])cc(C)cc1[N+](=O)[O-]
    -5	nt	nt
CCn1c(Cc2cccn2C)nnc1SCC(=O)c1ccc(C)cc1
    0	-0.15	-0.16
COc1ccc2c(c1)c(=O)oc1cc3occ(C(C)(C)C)c3cc12
    14	1.6	1.7
Cn1c(NC(=O)c2ccc(Cl)cc2)c(-c2ccccn2)c(=O)c2ccccc21
    10	-1.7	-0.47
COc1ccc(CC(=O)Nc2cccc(/C(C)=N/NC(=O)c3cccc([N+](=O)[O-])c3)c2)cc1
    nt	-0.02	-0.65
CC(C)(C)NC(=O)NC(=O)COC(=O)Cc1c(Cl)cccc1Cl
    -13	nt	nt
COCCCN(C)C1CCN(C(=O)Nc2ccc(F)cc2)CC1
    nt	0.93	1.7
Cc1cc(NC(=O)CCCn2nc([N+](=O)[O-])c(Br)c2C)no1
    -13	nt	nt
COc1ccc(CN(C(=O)c2ccc(-c3ccccc3)[nH]2)C(C(=O)NC(C)(C)C)c2ccncc2)cc1 (stereo not drawn)
    7	nt	nt
Nc1c(Cl)ncnc1N/N=C/c1ccc2ccccc2n1
    34	-1.2	-0.26
CC(=O)NC(=O)c1nnn(Cc2ccccc2)c1NC(C)=O
    0	0.63	0.13
O=C(Nc1cc(S(=O)(=O)N2CCOCC2)ccc1Cl)c1cc(=O)c2ccccc2o1
    12	nt	nt
CC(C)C(=O)Nc1nnc(NC(=S)Nc2ccccc2)s1
    42	nt	nt
COc1ccc(NC2=NC(=S)N(c3cccc(C)c3)C23CCCCC3)cc1
    0	-0.09	0.26
CCOCCOC(=O)c1ccc(-n2cncn2)nc1
    -54	-0.53	-1.1
CCCC(C)NC(=O)Cc1ccccc1[N+](=O)[O-] (stereo not drawn)
    -13	2	1.9
CN1CCc2c(sc3c2C(=O)NC(c2cccs2)N3)C1 (stereo not drawn)
    nt	0.27	-0.46
Cn1ncc(C#N)c1/N=C/N1CCCCC1
    5	-0.47	-0.58
CC(=O)c1ccc(NC(=S)NC(=O)c2c(Cl)c(C)nn2C)cc1
    nt	-0.57	-0.18
CC(=O)Nc1sc2c(c1C(c1ccc(F)cc1)N1CCOCC1)CCCC2 (stereo not drawn)
    -10	-1.3	-0.78

# Seven records drawn at random from the list so far, as already listed:
# Results follow in this order: Insulin prom inh	SDO1 yeast rescue	SDO1 yeast rescue Rescue 24 h
O=C(Cn1c(COc2ccc(Cl)cc2)nc2ccccc21)NCC(F)(F)F
    nt	1	0.32
COc1ccc(CN(C(=O)c2ccc(-c3ccccc3)[nH]2)C(C(=O)NC(C)(C)C)c2ccncc2)cc1 (stereo not drawn)
    7	nt	nt
CCOCCOC(=O)c1ccc(-n2cncn2)nc1
    -54	-0.53	-1.1
CC(=O)c1ccc(NC(=S)NC(=O)c2c(Cl)c(C)nn2C)cc1
    nt	-0.57	-0.18
CC(=O)NC(=O)c1nnn(Cc2ccccc2)c1NC(C)=O
    0	0.63	0.13
CN1CCc2c(sc3c2C(=O)NC(c2cccs2)N3)C1 (stereo not drawn)
    nt	0.27	-0.46
Cn1c(NC(=O)c2ccc(Cl)cc2)c(-c2ccccn2)c(=O)c2ccccc21
    10	-1.7	-0.47

# (more compounds)
# Results follow in this order: Insulin prom inh	SDO1 yeast rescue	SDO1 yeast rescue Rescue 24 h
Cc1ccc2c(c1)nnn2C1CCN(S(=O)(=O)c2ccc(C(=O)N3C(C)CCCC3C)cc2)CC1 (stereo not drawn)
    -208	-1	-1.4
Cc1nc2sccn2c1P(c1c(C)nc2sccn12)c1c(C)nc2sccn12
    nt	0.29	-0.67
COc1ccc(S(=O)(=O)N2CCN(CC(=O)Nc3ccc(C)c(F)c3)CC2)cc1
    16	-0.26	0.11
Cc1ccc(Cl)cc1NC(=S)NCCCSC1CCCCC1
    -9	nt	nt
O=C(NCc1ccccc1)c1noc2c1CCCC2
    nt	-0.06	-0.52
O=[N+]([O-])c1ccc(Cl)c(S(=O)(=O)N2CCCCCC2)c1
    -16	0.26	0.24
O=C(C1CC1)N1CCc2cc(S(=O)(=O)N3CCOCC3)ccc21
    -38	-0.15	-0.05
COc1ccc(OC)c(S(=O)(=O)N2CCC(C(=O)Nc3cc(C)ccc3C)CC2)c1
    14	-0.13	-0.72
C=C(C)COc1ccc(-c2[nH]ncc2Oc2cccc(OC)c2)c(O)c1
    -36	-2.2	-0.74
CC(C)(C)NC(=O)COC(=O)c1ccccc1Nc1ccc(SC(F)F)cc1
    nt	-1.3	-1.4
O=C(/C=C/c1ccccc1)NC(=S)Nc1ccccc1C(=O)NC1CCCCC1
    -10	-0.57	0.27
CC1=C(C(=O)OC(C)C)C(c2ccc(Br)s2)NC(=O)N1C (stereo not drawn)
    nt	-0.58	-0.25
Cc1nnc(C)n1N1C(=O)c2cccc3cccc(c23)C1=O
    nt	1.7	1.5
COc1ccccc1CNC(=O)C1CC(=O)N(c2ccc(C)c(C)c2)C1 (stereo not drawn)
    40	0.8	1.4
O=C(c1ccco1)N1CCCC(c2ccccc2)C1 (stereo not drawn)
    24	-1	-0.14
O=C(NCc1ccc2[nH]c3c(c2c1)CCCC3)c1ccc(S(=O)(=O)N2CCOCC2)cc1
    17	0.24	-0.18
c1ccc(Sc2ncnc3c2oc2ccccc23)cc1
    42	-1.6	-0.98
CS(=O)(=O)N(CC(=O)NCCSC1CCCCC1)c1ccccc1
    -53	nt	nt
CCN1CCN(CCNC(=O)c2cn(C(C)c3ccccc3F)nn2)CC1 (stereo not drawn)
    40	-0.77	-1.4
Cc1cc(C)nc(Sc2c(C)nn(-c3ccccc3)c2C)n1
    -12	-0.88	-0.78
CCOC(=O)C1CN(S(=O)(=O)c2ccc(C)cc2)c2cc(S(=O)(=O)CC)ccc2O1 (stereo not drawn)
    -27	0.32	0.47
CC(Sc1nnc(Cc2cccs2)n1C1CCCCC1)C(=O)N1CCc2ccccc21 (stereo not drawn)
    i	-1.5	-0.76
COc1ccc(Nc2oc(COc3ccc(Cl)cc3)nc2C#N)cc1
    14	-0.61	0
COc1ccc(C)cc1NC(=O)CSc1nnc(-c2cc3cccc(OC)c3o2)n1N
    10	-0.28	0.39
CCN(CC(=O)Nc1cc(C)c(Cl)cc1OC)CC(=O)NC1CCS(=O)(=O)C1 (stereo not drawn)
    17	nt	nt
CSC(=NCc1cccnc1)NS(=O)(=O)c1cccs1
    27	1.2	1.9
CN(CCNC(=O)c1ccc(N2CCCC2=O)cc1)CCc1ccccc1
    -44	0.69	0.81
O=C1CC(Sc2ncn[nH]2)C(=O)N1c1ccccc1 (stereo not drawn)
    -8	-0.1	-0.73
COc1cc(C(=S)N2CCOCC2)cc(OC)c1OC(=O)c1cc([N+](=O)[O-])c(C)c([N+](=O)[O-])c1
    45	-0.09	-0.14
COC(=O)c1ccc(CSc2n[nH]c(=S)s2)o1
    nt	0.18	0.11
CCNS(=O)(=O)c1ccc(CCC(=O)NCCc2ccc(OC)cc2)cc1
    10	nt	nt
COc1cccc(-c2cc(C(=O)N3CCN(Cc4ccccc4)CC3)no2)c1
    nt	-1.2	-1.2
CC1(C(=O)NCc2cccnc2)CCC(=O)N1CCc1ccccc1 (stereo not drawn)
    nt	0.27	-0.3
COc1ccc(/C=C/C(=O)NC(=S)NNC(=O)c2cccnc2)cc1OC
    -42	0.6	0.82
Cc1ccc(OCc2ccc(C(=O)N3CCOCC3)cc2)cc1C
    20	-0.33	-0.03
Oc1ccc(/C=N/n2cnn(Cc3ccccc3Cl)c2=S)c(O)c1
    11	-0.33	-0.81
CCn1c(-c2csc(C(C)C)c2)n[nH]c1=S
    nt	-1.6	-1.1
CN(C)c1nc(N)nc(CSc2nnnn2-c2ccccc2)n1
    -23	-0.37	-0.29
CSc1ccccc1NC(=S)Nc1cc(C)cc(C)c1
    nt	-0.75	-0.2
Cc1ccc(C(C)n2cc(C(=O)NCc3ccncc3)nn2)cc1 (stereo not drawn)
    -9	0.84	1.9
COc1ccc(C2CC(C(F)(F)F)n3nc(C(=O)O)cc3N2)cc1OC (stereo not drawn)
    -82	0.11	-0.53
COc1ccc(OC)c2c(C)cc(N3CCN(C(=O)c4ccc(F)cc4)CC3)nc12
    8	-0.31	0.05

# These rows are one share of the data (hit frequency here may not be typical).
